Screening data from PubChem.
CXCR6 block: inhibitors of human CXCR6 receptor; CHO-K1 PathHunter CXCR6 beta-arrestin, luminescence; inhibition, % at 20 µM; 0.36% of 360,000 active; in the data active means inhibition above about 34%, passing the limit was not always enough;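 further: antagonist mode with CXCL16 agonist at 10 nM final; 0% = 10 nM CXCL16 with DMSO and 100% = unstimulated wells without agonist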
Target sequence (O00574 whole entry, looked up): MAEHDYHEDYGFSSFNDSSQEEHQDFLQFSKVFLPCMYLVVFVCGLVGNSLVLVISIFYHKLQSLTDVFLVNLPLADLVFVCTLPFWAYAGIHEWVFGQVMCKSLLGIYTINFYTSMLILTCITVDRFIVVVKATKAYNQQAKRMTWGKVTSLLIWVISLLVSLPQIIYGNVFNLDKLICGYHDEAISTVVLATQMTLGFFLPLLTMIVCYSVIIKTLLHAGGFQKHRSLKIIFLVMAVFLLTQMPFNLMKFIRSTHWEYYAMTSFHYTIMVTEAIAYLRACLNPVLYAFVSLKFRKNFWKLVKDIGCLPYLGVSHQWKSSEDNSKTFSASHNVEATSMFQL
Numbers without * were called inactive. These rows are one share of the data; the hit share may differ from the screen's.

SMILES | CXCR6 block
Clc1ccccc1-c1cc2nc(NCc3ccco3)ccn2n1 | 11
CSCCNC(=O)C1(C)CCN1C(=O)C/C=C/c1ccccc1 (stereo unspecified) | -5
CCOC(=O)Sc1nc2ncncc2[nH]1 | -4
FC(F)(F)c1ccccc1Cc1c(-c2cccc(Cl)c2)nc2c3ccccc3ccn12 | -2
CC(C)(C)C1CCNC(=O)CC1 (stereo unspecified) | -10
CC(C)OC(=O)N(C)C[C@@H]1OCc2cn(nn2)CCCC(=O)N([C@@H](C)CO)C[C@H]1C | -3
CC(=O)c1ccc(S(=O)(=O)N2CCN(C(=O)c3cccc(S(=O)(=O)N4CC(C)OC(C)C4)c3)CC2)cc1 (stereo unspecified) | -2
COC(=O)[C@]12CCCCC=C1N(Cc1ccco1)C(=O)[C@H](CC(=O)NCc1ccc(OC)c(OC)c1)C2 | -1
COc1ccc(Cl)cc1C1=NOC2(CCC2)C(=O)N1Cc1ccc(NC(C)=O)cc1 | 2
Cc1cccc(CN2CCN(C3CN(Cc4cn(Cc5cccc(C(F)(F)F)c5)nn4)S(=O)(=O)C3)CC2)c1 (stereo unspecified) | 0
Cc1ccc2nc(Cl)cc(=O)n2c1 | -1
C#CCOc1ccc(CNC[C@H]2O[C@@H](n3ccc(=O)[nH]c3=O)[C@H](O)[C@@H]2O)cc1 | -4
COc1cc(OC)cc(C(=O)NC2CC3CCC(C2)N3Cc2ccco2)c1 (stereo unspecified) | 0
CCC(Sc1nc2ccsc2c(=O)n1Cc1ccc(C(=O)O)cc1)C(=O)Nc1cccc(OC)c1 (stereo unspecified) | -6
CCOC(=O)c1c(C)[nH]c(C(=O)OC(C)C(=O)NC2(C#N)CCCCC2)c1C (stereo unspecified) | 11
CCCCN(CCCC)Cc1cc(=O)oc2ccccc12 | -8
CCN(CC)CCNC(=O)/C(=C\c1cccn1C)NC(=O)c1cccs1 | -4
CCCCn1nnc(N(C(=O)c2cccs2)C(=O)c2cccs2)n1 | -13
CC1(C(=O)Nc2ccc3c(c2)OCO3)CCN1Cc1csc2ccccc12 (stereo unspecified) | 5
COc1ccc(Cc2c(-c3ccc(F)cc3)nc3ccc(Br)cn23)c(C)c1 | 0
CCCC(=O)Nc1ccc(S(=O)(=O)N2CCc3ccccc32)cc1 | -3
Nc1c(C(=O)Nc2ccc(Br)cc2)sc2nc(N3CCOCC3)c3c(c12)CCCC3 | 5
Cc1ccc(NC(=O)C(C)S)cc1 (stereo unspecified) | -2
O=C1NC[C@H](CCCCN2C[C@H](Cc3ccccc3)N(CCc3ccc(O)cc3)C(=O)C2=O)N(CCc2ccc(O)cc2)C1=O | -7
CC(=O)Nc1ccc(-c2ccnc3c2CC(C(=O)Nc2cccc(N(C)C)c2)O3)cc1 (stereo unspecified) | -6
CN(C)c1ccc(CNC(=O)C2(C)Cc3c(-c4ccccc4)ccnc3O2)cc1 (stereo unspecified) | 6
CC(=NNc1ccccc1)C(C)=NNc1ccccc1 | -2
O=C(NC(c1ccc2c(c1)OCO2)c1ccccn1)C1CCN(CCOc2ccccc2)CC1 (stereo unspecified) | -2
O=C(NCC(O)c1nc2ccccc2[nH]1)c1ccc(Br)cc1 (stereo unspecified) | -12
COc1cc(Cl)ccc1OC1(C)CCN(Cc2ccc(-c3ccccn3)cc2)C1 (stereo unspecified) | -1
CN(C)c1ncnc2c1ncn2[C@H]1CN(Cc2ccco2)C[C@@H](CO)O1 | 1
Nc1nc(SCc2cccnc2)c2ncn(C3OC(CO)C(O)C3O)c2n1 (stereo unspecified) | 8
CC(C)(C)S(=O)N1Cc2cc(C(=O)NCCCN3CCOCC3)nc(-c3cccc(-c4cc5ccccc5o4)c3)c2[C@@H]1CCO (stereo partly specified) | -1
N#CC1=C(N)Oc2ccc3ccccc3c2C1c1cccnc1 (stereo unspecified) | 4
COc1ccc([C@H]2C[C@H](O)[C@@H](n3cc(-c4ccc(F)cc4)nn3)CN2CC2CCCCC2)cc1 | 0
CC(=O)c1ccc(OC2(C)CCN(CCOc3ccc(C)cc3)C2)cc1 (stereo unspecified) | -15
CCOC(=O)c1cc2ccccc2n1C1CCN(C)CC1 | -2
O=S(=O)(N/N=C1/CC(c2ccccc2)Oc2ccccc21)c1ccccc1 (stereo unspecified) | 7
CC(=O)N(C)c1ccc(C=C2C=Cc3ccccc32)cc1 | -8
COc1ccc(-c2ccc(C(=O)Nc3ccc(C(C)C)cc3)c3occc23)c(C)c1 | 1
COc1ccc(NC(=O)CSc2nnnn2C2CCCC2)cc1S(=O)(=O)N1CCOCC1 | -5
COc1ccc(-n2ccnc2SCC(=O)c2c(N)n(C3CC3)c(=O)[nH]c2=O)cc1 | 0
CCN(C)C1CN(Cc2cn(Cc3ccc(OC)cc3)nn2)S(=O)(=O)C1 (stereo unspecified) | -8
O=C(CN1CCCCCC1)N/N=C/c1ccc2ccccc2c1 | 0
Cc1cccc(NC(=O)CCc2ccc(N3C(N)=NC(N)=NC3(C)C)cc2)c1 | 2
O=C(Nc1c(Cl)cccc1Cl)Oc1cccc2cccnc12 | -3
CC(C)N(C)c1ncnc2c1ncn2[C@H]1CN(Cc2ccncc2)C[C@@H](CO)O1 | 2
CC(C)C[C@H]1CN(CCCC[C@H]2CNC(=O)C(=O)N2CCc2ccccc2)C(=O)C(=O)N1CCc1ccccc1 | -4
CCSc1ccc(-c2cc(NC=O)c3ncc(-c4cc(OC)c(OC)c(OC)c4)n3c2)cc1 | 14
O=c1[nH]nc(-c2ccc(F)cc2)cc1-c1ccccc1 | -1
Further entries:
SMILES | CXCR6 block
COc1ccc(C(O)c2nc(-c3ccc(Cl)cc3)cs2)cc1 (stereo unspecified) | -13
Cc1cccc(C)c1NC(=O)Nc1nnc([C@H]2C[C@H](O)[C@@H](CO)O2)s1 | -2
CC(=O)Nc1ccc(-c2ccnc3c2CC(C(=O)Nc2cccc(OC(F)(F)F)c2)O3)cc1 (stereo unspecified) | 2
Nc1cccc(-c2c[nH]c3ncc(-c4cccnc4)cc23)c1 | -22
Cc1cc(S(=O)(=O)N2CCCCC2CCNC(=O)C(=O)NCCN2CCOCC2)ccc1F (stereo unspecified) | -2
COc1ccccc1-c1c(C)oc2c(CN3CCN(CCO)CC3)c(O)ccc2c1=O | -14
CCN(CC)c1ncnc2c1ncn2[C@H]1CN(Cc2ccc(-c3ccccc3)cc2)C[C@@H](CO)O1 | -5
C/C=C/c1ccc2c(c1)O[C@H](CN(C)C(=O)NC1CCCC1)[C@H](C)CN([C@H](C)CO)S2(=O)=O | 4
O=C1CCCN1CCCNCCCn1cnc2c(OCc3ccccc3)ncnc21 | 2
C#CCOCCOCCOCCNc1nc(N2CCOCC2)nc(N2CCN(C(=O)[C@H](Cc3ccc(O)cc3)n3cc(CCO)nn3)CC2)n1 | -9
Cc1ccc(C2C(C#N)=C(N)Oc3n[nH]c(-c4ccccc4)c32)o1 (stereo unspecified) | 7
O=[N+]([O-])c1ccc(/C=C/C2=NN(c3ccccc3)C(c3ccco3)C2)cc1 (stereo unspecified) | 12
CCCS(=O)(=O)NC(=O)C1(C)CCCN(C(=O)Cc2ccc3ccccc3c2)C1 (stereo unspecified) | 6
COc1ccc(C(O)c2ncc(-c3ccccc3Cl)[nH]2)cc1 (stereo unspecified) | -7
CCc1nc2ccc(C(=O)Nc3cccc(OCC(=O)N(C)C)c3)cn2c1N(C)Cc1ccc(N(C)C)cc1 | 1
O=C(Cc1ccc(Br)cc1)Nc1cccc(S(=O)(=O)N2CCCCC2)c1 | -6
O=C(O[C@@H]1OC2COC(=O)c3cc(O)c(O)c(O)c3-c3c(cc(O)c(O)c3O)C(=O)O[C@@H]([C@H]1O)[C@@H]2O)c1cc(O)c(O)c(O)c1 | -15
CC(=O)NC(c1ccc(F)c(F)c1)c1nc(-c2cccc(C(=O)O)c2)cs1 (stereo unspecified) | 1
CC1=CC2C(C3C=CC2(C)C(=O)C3(C)O)C(C)(O)C1=O (stereo unspecified) | 4
Nc1ncnc2c1nc(-c1ccccc1)n2C1OC(CO)C(O)C1O (stereo unspecified) | -13
Cc1nc(N)[nH]c(=O)c1CCCNc1ccc(CCC2(CCl)OCCO2)cc1 | -4
Cc1nc(C(F)(F)F)ccc1C(=O)N1CCC1(C)C(=O)NS(=O)(=O)c1cccc(C#N)c1 (stereo unspecified) | -3
O=C(CC[C@H]1O[C@@H](n2cnc3c(NC(=O)c4ccccc4)ncnc32)[C@H](O)[C@@H]1O)N[C@@H](CO)c1ccccc1 | -11
Nc1cc(=O)n(Cc2ccccc2)c(=O)n1Cc1ccccc1 | 17
CCCCn1c(=S)[nH]c2c(=O)n(C)c(=O)n(C)c21 | 3
CC(C)(C)OC[C@H](NC(=O)c1[nH]cnc1C(=O)Nc1ccccc1F)C(=O)OC(C)(C)C | 17
COc1cccc(C(=O)N2CCN(c3nc4cc(C)cc(C)c4cc3C#N)CC2)c1 | 2
Cc1cc(NS(=O)(=O)c2ccc(NC(=O)c3cc4c(=O)n5ccccc5nc4s3)cc2)nc(C)n1 | -1
O=C(c1cccc(Cl)c1)N1CCC2CC1c1cc(-c3ccc(F)cc3)ccc12 (stereo unspecified) | 8
N#Cc1ccccc1OCc1cn(CC(=O)c2ccc(O)cc2)nn1 | 20
COc1ccc(C(O)c2ncc(-c3cccc(F)c3)[nH]2)cc1F (stereo unspecified) | 2
COc1ccc(NC(=O)c2cccc3c(-c4cccnc4)coc23)cc1 | 0
CC(=O)OC1C=CCC2C(=O)c3cccc(O)c3C(O)C12 (stereo unspecified) | -20
COC(=O)c1cccc(CC2(C)C(=O)Nc3cc(-c4ccccc4Cl)ccc32)c1 (stereo unspecified) | 10
COCc1c(C(=O)Nc2nnc(C3CC3)s2)oc2ccccc12 | -7
Cc1cccnc1C(NC(=O)C1CCN(Cc2ccccc2)CC1)c1ccc(F)cc1 (stereo unspecified) | 1
Cc1cccc2cc(C#N)c(NCCNC(=O)c3ccccc3)nc12 | 3
COCCNC(=O)C1(C)CCCN(C(=O)c2cnc3ccccc3n2)C1 (stereo unspecified) | 4
O=C(Nc1nnc([C@@H]2C[C@H](O)[C@@H](CO)O2)s1)c1cccc2ccccc12 | -3
CC1(C(=O)NS(=O)(=O)c2ccccc2Cl)CCN1C(=O)CCc1ccc(Cl)cc1Cl (stereo unspecified) | 0

Rewritten with tabs: entries from further up
Molecule	CXCR6 block
CCN(CC)CCNC(=O)/C(=C\c1cccn1C)NC(=O)c1cccs1	-4
Nc1cccc(-c2c[nH]c3ncc(-c4cccnc4)cc23)c1	-22

Reformatted with tabs: part of the list above
compound	CXCR6 block
Cc1cc(S(=O)(=O)N2CCCCC2CCNC(=O)C(=O)NCCN2CCOCC2)ccc1F (stereo unspecified)	-2
COc1ccccc1-c1c(C)oc2c(CN3CCN(CCO)CC3)c(O)ccc2c1=O	-14
CCN(CC)c1ncnc2c1ncn2[C@H]1CN(Cc2ccc(-c3ccccc3)cc2)C[C@@H](CO)O1	-5
C/C=C/c1ccc2c(c1)O[C@H](CN(C)C(=O)NC1CCCC1)[C@H](C)CN([C@H](C)CO)S2(=O)=O	4
O=C1CCCN1CCCNCCCn1cnc2c(OCc3ccccc3)ncnc21	2

More structures follow:
SMILES | CXCR6 block
C[C@@H]1CN([C@H](C)CO)C(=O)c2cc(NC(=O)Nc3ccc(F)cc3)ccc2O[C@@H](C)CCCCO[C@H]1CN(C)S(=O)(=O)c1cccs1 | 1
CC1(C(=O)NC2CCCC2)CCN1C(=O)Cc1ccc(-c2ccccc2)cc1 (stereo unspecified) | 1
Cc1ccc(S(=O)(=O)N2CCN(C(=O)CCC(=O)Nc3ccc(Br)c(C)c3)CC2)cc1 | -12
Clc1cccc(CNc2ccn3nc(-c4ccc(OCc5ccccc5)cc4)cc3n2)c1 | 0
C[C@H](CO)N1C[C@H](C)[C@@H](CN(C)Cc2ccc(C(=O)O)cc2)Oc2ncc(-c3ccc(C(=O)N(C)C)cc3)cc2C1=O | 6
Cc1cc(F)ccc1-c1cc(C(=O)NC2CCCCC2)[nH]n1 | -2
O=C(C[C@H]1C(=O)N(Cc2ccccc2)C[C@@H]1c1ccc(Br)cc1)Nc1ccc(Br)cc1 | -7
CCCc1c(-c2cccc(F)c2)ncn1Cc1ccccc1OC | 1
COc1cccc(CNc2nc(NC(C)C)nc3ccsc23)c1OC | 1
COC1OC2COC(c3ccccc3)OC2C(OC(=O)c2ccccc2)C1OC(=O)c1ccccc1 (stereo unspecified) | 7

5 of the compounds above, with the structure last:
CXCR6 block | mol
1 | CC1(C(=O)NC2CCCC2)CCN1C(=O)Cc1ccc(-c2ccccc2)cc1 (stereo unspecified)
-12 | Cc1ccc(S(=O)(=O)N2CCN(C(=O)CCC(=O)Nc3ccc(Br)c(C)c3)CC2)cc1
0 | Clc1cccc(CNc2ccn3nc(-c4ccc(OCc5ccccc5)cc4)cc3n2)c1
6 | C[C@H](CO)N1C[C@H](C)[C@@H](CN(C)Cc2ccc(C(=O)O)cc2)Oc2ncc(-c3ccc(C(=O)N(C)C)cc3)cc2C1=O
-2 | Cc1cc(F)ccc1-c1cc(C(=O)NC2CCCCC2)[nH]n1

(next part)
SMILES | CXCR6 block
CC1=C(O)c2ccccc2C(=O)C1=O | 28
C[C@@H]1CN([C@H](C)CO)C(=O)CCCn2nncc2CO[C@H]1CN(C)S(=O)(=O)c1ccc(C#N)cc1 | 9
COc1ccc(CN(C)CCCn2cnc3c(SC)ncnc32)cc1OC | 4
CN(C)CCN1CCN(C2CN(Cc3cn(Cc4ccc(C(F)(F)F)cc4)nn3)S(=O)(=O)C2)CC1 (stereo unspecified) | 2
CCOc1ccc2c(c1)c1nnc(SCC(=O)N3CCC(C)CC3)nc1n2C | 2
CC1=C(C(=O)N2CCOCC2)CC(CC(=O)NC2CCCC2)C(=O)N1Cc1ccccc1 (stereo unspecified) | 9
COc1cc(NC(=O)CCNC(=O)N2CC(=O)Nc3ccccc32)cc(OC)c1OC | -2
N#Cc1cccc(-c2csc(C(O)c3ccco3)n2)c1 (stereo unspecified) | 1
CN(CC(=O)Nc1ccccc1Cl)C(=O)c1cccc(S(=O)(=O)N2CCN(c3ccccc3)CC2)c1 | -6
Nc1[nH]c(C(=O)c2ccccc2)c(-c2ccccc2C(F)(F)F)c1C(=O)NCc1ccc(F)cc1 | -6
